High-throughput results (PubChem)
GPT2 inhibitor – blocks human glutamate pyruvate transaminase 2. Q8TD30. 100,000 tested, 0.25% active. AID 1671188. Potency, µM (series often up to 57.7 µM), inactives show at the top dose activity change, negative = inhibition, actives largely listed as inhibitors. Recombinant GPT2, coupled pyruvate oxidase/HRP Amplex Red fluorescence; also: potency is read from the fitted curve at half-maximal effect; nearly all actives have a fitted effect of over 60% in size; many of its hits are not listed in these tables
Target sequence (Q8TD30 whole entry, looked up): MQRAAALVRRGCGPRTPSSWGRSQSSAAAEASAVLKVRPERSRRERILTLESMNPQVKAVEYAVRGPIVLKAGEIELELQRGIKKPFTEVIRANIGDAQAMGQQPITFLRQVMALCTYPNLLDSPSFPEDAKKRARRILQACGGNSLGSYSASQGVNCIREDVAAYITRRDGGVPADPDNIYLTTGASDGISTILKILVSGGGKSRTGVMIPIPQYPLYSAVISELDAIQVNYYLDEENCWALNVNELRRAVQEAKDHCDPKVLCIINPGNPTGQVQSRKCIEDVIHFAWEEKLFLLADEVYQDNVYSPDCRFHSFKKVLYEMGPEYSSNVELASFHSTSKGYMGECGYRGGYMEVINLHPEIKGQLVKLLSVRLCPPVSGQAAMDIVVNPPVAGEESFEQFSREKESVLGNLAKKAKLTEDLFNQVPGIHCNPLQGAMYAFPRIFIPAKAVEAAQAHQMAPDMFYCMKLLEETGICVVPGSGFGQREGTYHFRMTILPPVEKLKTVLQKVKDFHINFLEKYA
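Recombinant GPT2 (10ng/uL) with 250uM a-KG and 2mM L-alanine, 30 min at room temperature, in HEPES pH 7.5 buffer. Pyruvate detected by pyruvate oxidase/HRP/Amplex Red fluorescence after 30 min in the dark; AOA (50uM) as positive control.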
FLuc inh – blocks purified firefly luciferase enzyme activity | AID 1347043 | P08659 | purified P. pyralis luciferase, luminescence, biochemical | 76,000 tested, 2.5% active | Potency, µM (highest dose often 115 µM), for the others: at the top dose activity change, negative = inhibition, hits mostly inhibitors; also: potency is read from the fitted curve at half-maximal effect; nearly all actives have a fitted effect of over 65% in size
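Purified 10nM P. pyralis luciferase with 10uM D-luciferin and 10uM ATP in 50mM Tris acetate pH 7.5, 10mM Mg acetate, 0.01% Tween-20, 0.05% BSA. qHTS titration; luminescence read by CCD imager.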
SNCA expr inh – inhibitors of alpha-synuclein (SNCA) gene expression | HEK-293 SNCA-luciferase knock-in, luminescence, 24 h | AID 1671194 | 140,000 tested, 0.17% active | Potency, µM (top dose mostly 57.2 µM), inactives show at the top dose activity change, negative = inhibition, hits mostly inhibitors;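 also: potency is read from the fitted curve at half-maximal effect; plate controls were DMSO cells for no effect and cell-free wells for full effect; nearly all actives have a fitted effect of over 45% in size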
HEK293 viab – cell viability loss counter-screen; HEK-293-SNCA-luc viability, GF-AFC fluorescence, 24 h; 150,000 tested, 0.12% active; Potency, µM (highest dose often 57.1 µM), inactives show at the highest dose activity change, negative = cytotoxicity, most hits filed as cytotoxic;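 also: potency is read from the fitted curve at half-maximal effect; 0% = DMSO-treated cells and -100% = medium-only wells without cells; nearly all actives have a fitted effect of over 30% in size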
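HEK-293-SNCA-luc cells (1500/well) plated 24 h, then exposed 24 h to a dilution series; GF-AFC added 30 min at 37C, fluorescence 405/540 nm; normalised to medium-only and DMSO wells, Hill fit.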
IP6K1 inh – inhibitors of human IP6K1; IP6K1 kinase, ADP-Glo luminescence, 2 h; active compounds read low; activity change, % (series mostly up to about 58 µM); 140,000 tested, 0.81% active; AID 1645851; in the data active = activity change below about -25%
Target sequence (Q92551 whole entry, looked up): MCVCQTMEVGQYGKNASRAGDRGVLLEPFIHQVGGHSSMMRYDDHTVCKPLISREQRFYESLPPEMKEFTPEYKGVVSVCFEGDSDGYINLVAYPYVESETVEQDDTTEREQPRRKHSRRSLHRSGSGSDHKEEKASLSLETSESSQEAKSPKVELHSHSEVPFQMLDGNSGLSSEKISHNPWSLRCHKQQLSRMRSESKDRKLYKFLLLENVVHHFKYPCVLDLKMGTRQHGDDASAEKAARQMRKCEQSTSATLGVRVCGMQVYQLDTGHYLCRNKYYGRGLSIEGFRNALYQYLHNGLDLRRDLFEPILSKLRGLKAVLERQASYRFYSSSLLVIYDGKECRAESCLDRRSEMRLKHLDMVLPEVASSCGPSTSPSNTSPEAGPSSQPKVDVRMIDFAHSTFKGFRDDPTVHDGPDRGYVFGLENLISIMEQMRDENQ
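ADP-Glo luminescence measures ADP made by human IP6K1 during a 2 h RT reaction with ATP/IP6 (mix at 1.3 mM/130 uM); top library doses 57.5 and 19.1 uM final.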
HEK293 tox – cytotoxic compounds in HEK 293 cells; HEK 293 viability, ATP luminescence (CellTiter-Glo), 48-72 h; Potency, µM (titrated, usually from 115 µM), without a hit: at the top dose activity change, negative = cytotoxicity, hits mostly inhibitors; 94,000 tested, 6.6% active; AID 1345083; also: potency is read from the fitted curve at half-maximal effect; nearly all actives have a fitted effect of over 60% in size
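Luminescence from cellular ATP, measured with CellTiter-Glo, indicates HEK 293 viability. Cells plated at 250 cells/well are treated with compound for 48 or 72 hr at 37 degree Celsius before reagent addition.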
NIH3T3 tox – kills NIH 3T3 cells; NIH 3T3 viability, CellTiter-Glo ATP luminescence, 48-72 h; Potency, µM (titrated, usually from 96.7 µM), for the others: top-dose activity change, negative = cytotoxicity, hits mostly inhibitors; 94,000 tested, 4.3% active; AID 1345082; also: potency is read from the fitted curve at half-maximal effect; nearly all actives have a fitted effect of over 55% in size
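Luminescent ATP readout (CellTiter-Glo, 10 min RT) after 48 or 72 hr compound exposure of NIH 3T3 cells seeded at 400 cells/well in 1536-well format; quantitative HTS.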
An asterisk follows results filed as active; i = inactive; ? = inconclusive; . = no result given; & = joins results of further samples; [ ] = another dose, or the depositor's remark. Unless noted, calls follow the shape of the dose curve; as a rule, active = well fitted curve in the direction sought with a large enough effect; inconclusive = small, poorly fitted or top-dose-only effect, or another doubt; inactive = no such curve, though single readings can be large; an effect the other way counts as inactive or inconclusive. Unless noted, % is scaled to controls: 0 for no effect and ±100 for the full control effect. Some of the compounds tested; the hit share may differ from the screen's.

item | smiles | FLuc inh | IP6K1 inh | HEK293 viab | SNCA expr inh | HEK293 tox | NIH3T3 tox | GPT2 inhibitor
1 | CNC(=O)c1cc(C2CC2)nc2c1c(C1CCCN1[S+](=O)([O-])C(C)C)nn2C (configuration not stated) | . | 1.3 | . | . | 2.9% | -27.6% | .
2 | Cc1cccc(CN2CCCC3(CCN(C(=O)CCc4ccccc4C)C3)C2)c1 (configuration not stated) | 3.5% | -3.0 | 2.6% | ? | 89.1µM* | ? | -3.1%
3 | Cc1ccc2nc(-c3ccsc3)c(Nc3ccc(Cl)cc3)n2c1 | . | 5.2 | 9.3% | -2.2% | . | . | .
4 | COc1ccc(C(=O)N2CCOC3(CCN(C(=O)CCN)CC3)C2)cc1 | . | -8.5 | 1.0% | -10.4% | i | i | ?
5 | COCCN1C(=O)[C@@H]2C[C@@H](CN2C(=O)c2ccc3c(c2)OCO3)Oc2ccccc21 | -1.9%[172 µM] | -1.8 | 1.1%[87.6 µM] | 11.7%[87.6 µM] | -8.9%[172 µM] | -24.1%[138 µM] | i
6 | CN1C(=O)c2cccn2CC1CNC(=O)c1cc(CN2CCOCC2)on1 (configuration not stated) | 0.2% | 7.4 | 5.3% | 14.2% | -3.7% | -4.5% | 4.6%
7 | COCCO[C@H]1C(=O)N(C2CCN(C(=O)c3cnccn3)CC2)[C@H]1c1ccncc1 | -0.3% | 4.9 | 7.8% | 12.7% | i | -32.1% | 3.4%
8 | CN(C)C(=O)c1cc(-c2ccc(S(C)(=O)=O)cc2)nc2c1cnn2C | . | 4.8 | -3.9% | -4.8% | -5.6% | -16.7% | 3.3%
9 | Cc1[nH]cnc1CN1CCCC(c2nnc(CN3CCC(O)CC3)n2C)C1 (configuration not stated) | 0.0% | 16.5 | ? | -5.8% | 3.8% | ? | -2.5%
10 | CC(=O)Nc1cccc(-c2nc(N3CCOCC3)cc3c2CN(Cc2cnn(C)c2)C3=O)c1 | -9.1% | 18.1 | 14.4% | 16.1% | -21.1% | ? | -1.7%
11 | CCNc1sc(S(C)(=O)=O)nc1S(=O)(=O)c1ccc(C)cc1 | . | -7.6 | -6.8% | -1.3% | . | . | .
12 | Cc1cc(C)n(-c2nc3cc(Cl)ccc3nc2Nc2ccc(CC(=O)O)cc2)n1 | . | 1.3 | 0.9% | -10.7% | . | . | .
13 | COc1cccc(C(=O)N2CCc3nc(-c4ccccc4)nc(-c4ccc(Cl)cc4)c3C2)c1 | -2.4% | -6.7 | 1.5% | 0.1% | 39.8µM* | ? | i
14 | COCc1noc([C@@H]2CN(S(=O)(=O)Cc3ccccc3F)C[C@H]2C(N)=O)n1 | -0.9% | 6.1 | -0.8% | -5.9% | -0.5% | -10.4% | -8.2%
15 | CCCN(C)C(=O)Cn1c(C)ccc(NS(=O)(=O)c2ccc(C)cc2)c1=O | 0.8% | 9.5 | -2.2% | -21.2% | -0.2% | 4.7% | -2.2%
16 | COc1ccc(C(=O)N[C@H]2CC[C@]3(C)CCC([C@H](C)C(=O)N4CCC(C)CC4)[C@H](O)[C@H]3[C@@H]2C)cc1 (some centres not stated) | -6.1% | 7.0 | -2.3% | 6.8% | -3.2% | -0.6% | i
17 | O=S(=O)(NCCn1cc(-c2cncnc2)nn1)c1ccc(Cl)cc1 | 3.7% | 18.6 | 4.3% | -16.6% | i | i | -2.2%[11.5 µM]
18 | Cc1ccc(CNC(=O)N2CCC3(CC2)CC(N(C(=O)NC(C)C)C2CC2)CCO3)cc1 (configuration not stated) | -4.2% | 15.5 | -2.8% | -1.9% | 0.4% | -6.9% | -0.8%
19 | Cc1cc(C)n(Cc2ccc(C(=O)NCC3CCCCC(=O)N3)o2)n1 (configuration not stated) | . | -5.1 | 11.8% | 3.2% | -8.7% | -20.4% | i
20 | CC(=O)N1CCn2ncc(C(=O)Nc3ccc(Cl)cc3Cl)c2C1 | . | 24.1 | ? | ? | i | 1.7% | 4.4%
21 | O=C(c1cc(F)ccc1F)N1CC2CC(C1)[C@H]1CCCC(=O)N1C2 (some centres not stated) | -3.0% | -3.7 | -9.4% | -16.2% | 1.7% | i | -9.0%
22 | O=C(C1CCC1)N1CCC(N2CC(OCC3CC3)C23CCOCC3)CC1 (configuration not stated) | 8.0% | 26.0 | 2.1% | 0.0% | 1.0% | -5.6% | i
23 | CCc1cccc(N2C(=O)N(Cc3c(F)cccc3Cl)c3ccccc3S2(=O)=O)c1 | . | 15.6 | -7.3% | 8.9% | . | . | .
24 | Cc1ccc(C(=O)OC2=C(C(=O)c3ccccc3)N(C)S(=O)(=O)c3ccccc32)cc1 | . | 20.6 | -16.0% | 24.0% | . | . | .
25 | COc1cccc(C(=O)NC2CCN(Cc3cccc(-c4cccs4)c3)CC2)c1 | . | 0.4&-7.3 | -2.4%[12.5 µM] | ? | ? | ? | 2.2%&1.1%
26 | C/C=C/c1ccc2oc(-c3ccc(O)c(OC)c3)c(C)c2c1 | . | -0.1 | -15.0% | . | . | . | ?
27 | O=C(Nc1ccccc1)N1CCC(OCCOc2cccnc2)CC1 | . | 2.3 | -2.9% | 18.0% | i | -9.4% | i
28 | COC(=O)CNC(=O)C1CCCCN1Cc1ccc(-c2cccs2)cc1 (configuration not stated) | . | -0.8 | 3.0%[12.5 µM] | -0.2% | ? | ? | i
29 | O=C(O)Cc1ccc(NC2(c3ccccc3)C(=O)c3ccccc3C2=O)cc1 | . | 9.4 | 9.9% | 24.4% | . | . | .
30 | COc1cc(CN2CCCC3(Cc4ccccc4CNC3=O)C2)cc(OC)c1 (configuration not stated) | . | 2.2 | -0.2% | -7.7% | ? | -28.2% | i
31 | COCCCNC(=O)N1CCN(C(=O)N2CC3CC(C2)[C@H]2CCCC(=O)N2C3)CC1 (some centres not stated) | 9.4% | 13.6 | -12.4% | ? | 5.3% | 4.4% | i
32 | CCOC(=O)c1cnc2c(C)cccc2c1NCCc1ccc(OC)c(OC)c1 | . | -21.8 | -14.0% | 23.7% | . | . | .
33 | CC(=O)N1CCCN(C(=O)C2CCN(c3nccc(Nc4ccc(C)cc4)n3)CC2)CC1 | . | -1.4 | 0.4%[12.5 µM] | -14.3% | -27.4% | ? | i
34 | Cc1cnc(CCN)n1Cc1ccccc1 | -0.8% | 3.7 | -11.3% | 5.3% | ? | ? | -29.1%
35 | O=C(NC1CCN(c2ccccc2)C1=O)c1cccc(Cl)c1 (configuration not stated) | 6.9% | -7.1 | 2.0% | 26.7% | 8.7% | -15.8% | i
36 | Cc1nc(N2CCOCC2)c2c(C(=O)N(C)Cc3ccccc3)c(C)oc2n1 | . | 29.7 | 6.0% | 34.1%[activator] | . | . | .
37 | COC(=O)c1ccccc1NC(=O)CCc1c(C)nc2c(c(C)nn2-c2ccccc2)c1C | . | 28.6 | 13.5% | 21.3% | . | . | .
38 | COCCN(C)C[C@H]1C[C@@H](CO)CN(C(=O)c2ccc(F)cc2C)C1 | -1.2% | 10.3 | 6.5% | 9.1% | i | -7.3% | i
39 | CCOCCN1C(=O)COC[C@@H]1[C@H](O)c1ccc(NC(=O)c2ccnc(Cl)c2)cc1 | -0.6%[172 µM] | 3.4 | 3.4%[87.6 µM] | 1.9%[87.6 µM] | ? | ? | -5.1%[88.5 µM]
40 | Cn1c(=O)c2c(nc(SCC(=O)Nc3ccc(F)cc3)n2Cc2ccccc2)n(C)c1=O | . | 10.7 | -11.8% | 64.4%[activator] | . | . | .
41 | CCCNC(=O)N1CCc2c(sc3ncnc(N4CCN(C)CC4)c23)C1 | 1.8% | -2.6 | 4.5% | -5.7% | 6.6% | -11.2% | i
42 | Nc1ccc2cc3ccc(N)cc3nc2c1 | . | 17.9 | 63.8%[23.9 µM] | -66.6%[25.6 µM] | . | . | ?
43 | CN(c1ncnc2onc(-c3cccc(Cl)c3)c12)C1CCCCC1 | . | 1.6 | 4.6% | -8.1% | . | . | .
44 | Cc1cc(S(=O)(=O)N2CCCC(Cn3cnc4cccnc43)C2)ccc1Cl (configuration not stated) | -4.6% | -2.3 | 5.5% | 3.7% | ? | -23.8% | 0.5%
45 | CCOC(=O)Cn1c(C2CC(=O)N(c3ccc(C)cc3)C2)nc2ccccc21 (configuration not stated) | . | 11.0 | -7.1% | -10.8% | . | . | .
46 | CC(C)C1CN(C(=O)c2n[nH]c3c2CCC3)CCC(=O)N1CC1CC1 (configuration not stated) | -2.5% | 9.9 | -0.9% | -7.0% | -6.5% | -22.6% | i
47 | COC(=O)C1=C(C)N=C2SC=C(CC(=O)N3CCCC3)N2C1c1cccc(F)c1 (configuration not stated) | -7.5% | 2.2 | -2.1% | 2.1% | ? | -17.6% | i
48 | Cc1noc2c(-c3cccnc3NCCN3CCOCC3)cc(-c3ccccc3)nc12 | -15.0%[172 µM] | -15.2 | -4.0%[87.6 µM] | ? | ? | ? | 1.3%[88.5 µM]
49 | Cc1cccc(N2CCN(S(=O)(=O)c3ccc4c(c3)CCCN4C(=O)C3CCC3)CC2C)c1 (configuration not stated) | . | 5.3 | 0.3% | -2.1% | . | . | .
50 | COc1cccc(-c2nccc3c(=O)cc(N(C)C)oc23)c1 | -13.7%[230 µM] | -12.2 | -0.2%[87.6 µM] | -3.3%[87.6 µM] | -0.7%[230 µM] | 70.8µM* | 0.4%[88.5 µM]
51 | Cc1c(CN2C[C@@H](COc3ccccc3)[C@H](C(N)=O)C2)cnn1C | -5.3% | 0.0 | -1.0% | -6.2% | -2.7% | -2.7% | -5.4%
52 | COc1ccc(NC(C)=O)cc1NC(=O)C1CC(=O)N(c2n[nH]c3ccccc23)C1 (configuration not stated) | 13.0% | 9.9 | 7.4% | -2.1% | 8.0% | 4.9% | -18.6%
53 | O=C(O)c1cnc(NCc2ccccn2)nc1-c1ccncc1 | -13.9% | -6.1 | 25.2% | -18.6% | -5.6% | -1.6% | i
54 | COC1CCC12CCN(C(=O)c1ccsc1)CC2 (configuration not stated) | -8.6% | -14.1 | 7.6% | 24.4% | i | 2.1% | -2.8%
55 | COc1ccccc1CNC(=O)CCc1c(C)nn(-c2ccc(N3CCOCC3)nn2)c1C | . | 2.4 | 2.0% | 3.4% | . | . | .
56 | CCc1ccc(CNC(=O)C2COc3ccc(OC)cc3C2)cc1 (configuration not stated) | . | -1.4 | 6.5% | 10.4% | . | . | .
57 | COc1ccccc1N1CCN(c2csc3ccc(Cl)cc3c2=O)CC1 | . | -8.1 | 6.6% | 8.1% | . | . | .
58 | Cc1cccc2c1nc1n2[C@@H](CNCc2ccc(C#N)cc2)COC1 | 2.4%[172 µM] | 2.1 | -23.6%[87.6 µM] | -25.6%[87.6 µM] | ? | ? | i
59 | CCOc1ccc(OCC)c(NC(=O)Cn2ncc3c4ccccc4n(Cc4ccccc4)c3c2=O)c1 | . | 10.7 | -6.7% | -1.7% | . | . | .
